Pyk2 oligo antag: Pyk2 (human) oligomerization antagonism; Q293 cells, Pyk2 FERM NanoBiT luminescence; hits give low values; AID 1347419; z-score (the deposit names both 25 µM and 10 µM); hit rate 0.83% among 99,000; Q14289;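 active = Z-score of -3 or lower, scaled per plate to the spread of control and sample wells; inactive = z-score above -3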;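 also: negative z-score means lost luminescence so less FERM oligomerization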
PostGolgi yeast: growth inhibition of a yeast mutant, post-Golgi transport screen. post-Golgi transport phenotypic cell assay. inhibition, % at 10 µM. hit rate 0.9% among 98,000;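 also: yeast cells grown in 1536-well plates; yeast grown about 18 h at 30C before absorbance read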
CYP2C9 inh: blocks human cytochrome P450 2C9 | P11712 | CYP2C9 Supersomes, luciferin-H conversion, luminescence | inhibition, % at 5 µM | hit rate 20% among 96,000;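 active = blocking of liver enzyme CYP2C9 beyond about 50% at 5 µM, limit read from the data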; also: values of inactives mirror those of a sister screen read the other way
Target sequence (P11712 whole entry, looked up): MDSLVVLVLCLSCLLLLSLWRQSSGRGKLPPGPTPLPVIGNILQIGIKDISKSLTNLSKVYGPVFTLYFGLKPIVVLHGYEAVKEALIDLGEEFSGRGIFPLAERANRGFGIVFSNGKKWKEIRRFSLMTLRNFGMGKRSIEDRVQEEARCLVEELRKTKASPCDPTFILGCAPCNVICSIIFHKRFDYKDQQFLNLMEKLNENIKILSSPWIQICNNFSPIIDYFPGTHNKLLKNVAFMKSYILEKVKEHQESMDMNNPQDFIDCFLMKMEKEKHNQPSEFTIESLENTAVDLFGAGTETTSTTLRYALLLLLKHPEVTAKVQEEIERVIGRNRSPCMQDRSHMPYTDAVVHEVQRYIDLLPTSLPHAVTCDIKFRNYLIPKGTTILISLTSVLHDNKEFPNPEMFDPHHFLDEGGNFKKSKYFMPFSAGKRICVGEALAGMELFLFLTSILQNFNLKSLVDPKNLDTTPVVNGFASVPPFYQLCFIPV
Ecoli WT expand: growth inhibitors of E. coli BW25113 wild type. OD600 absorbance. growth inhibition, % at 100 µM. hit rate 0.15% among 98,000. AID 710;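 active = growth inhibition above about 50% at one test dose, limit read from the data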;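 also: growth measured after 20 h incubation at 37 °C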
hDAT+cocaine: human DAT dopamine uptake with cocaine, either direction | Q01959 | LLC-PK1 hDAT cells, [14C]-dopamine uptake with cocaine IC80; actives deviate in either direction | B-score at 10 µM | hit rate 1.3% among 110,000;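 active = Z score or B-score, a plate-position-corrected score, falls beyond the plate's 99.7% confidence bounds, in either direction; inactive = both scores lie inside the 99.7% bounds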;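 also: scored against the spread of the other compound wells on the same plate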
Target sequence (Q01959 whole entry, looked up): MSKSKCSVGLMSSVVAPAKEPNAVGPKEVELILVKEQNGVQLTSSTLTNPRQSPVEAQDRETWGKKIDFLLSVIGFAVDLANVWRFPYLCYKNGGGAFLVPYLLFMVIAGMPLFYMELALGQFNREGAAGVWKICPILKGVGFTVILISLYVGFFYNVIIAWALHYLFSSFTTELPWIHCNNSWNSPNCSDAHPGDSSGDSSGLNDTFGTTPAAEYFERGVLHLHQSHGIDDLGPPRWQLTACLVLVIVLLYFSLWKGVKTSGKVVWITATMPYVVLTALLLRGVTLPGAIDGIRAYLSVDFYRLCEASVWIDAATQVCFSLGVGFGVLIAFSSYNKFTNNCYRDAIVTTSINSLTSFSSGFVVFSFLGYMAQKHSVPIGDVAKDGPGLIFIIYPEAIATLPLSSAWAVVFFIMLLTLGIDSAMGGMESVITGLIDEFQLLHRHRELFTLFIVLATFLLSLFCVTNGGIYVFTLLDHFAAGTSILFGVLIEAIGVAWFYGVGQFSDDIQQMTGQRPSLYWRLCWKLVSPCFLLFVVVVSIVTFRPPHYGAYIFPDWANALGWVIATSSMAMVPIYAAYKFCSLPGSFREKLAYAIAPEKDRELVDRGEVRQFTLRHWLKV
PostGolgi ctrl: growth of the yeast control strain, post-Golgi counter-screen; efflux-deficient yeast background strain, growth absorbance A615, 16 h; inhibition, % at 10 µM; hit rate 5% among 98,000; AID 738
LYP inh 2: inhibitors of human LYP (PTPN22) phosphatase. inhibition, % at 2 µM. AID 640. recombinant LYP catalytic domain, DiFMUP fluorescence. Q9Y2R2. hit rate 0.21% among 96,000;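 active = inhibition at 2 µM at or above a set limit, the screen mean plus 3 SD, cut at about 24% in these data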;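 also: 0% = DMSO with enzyme and 100% = enzyme fully blocked by orthovanadate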
CYP2C9 act: CYP2C9 (human) activation. activation factor at 5 µM. hit rate 1.4% among 96,000. recombinant CYP2C9, luciferin-H conversion, luminescence; hits give high values; factor 1 = untreated enzyme, 0 = blocked;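 active = activation factor of 2 or more for CYP2C9 at a 5 µM dose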;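 also: 0 = sulfaphenazole-blocked wells and 1 = vehicle-only wells; values of inactives mirror those of a sister screen read the other way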
LYP act: LYP (human) phosphatase activation | Q9Y2R2 | recombinant LYP, DiFMUP fluorescence; 0 = plate median, 100 = signal doubled | activation, % at 2 µM | hit rate 0.11% among 96,000 | AID 697;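 active = activation at 2 µM above a set limit, the mean plus 5 SD, cut at about 37% in these data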
Numbers without * were called inactive; . = not tested or not shown. Rule as the data show it, unless noted: active = inhibition above about 30%; inactive = the rest.

SMILES	Pyk2 oligo antag	PostGolgi yeast	CYP2C9 inh	Ecoli WT expand	hDAT+cocaine	PostGolgi ctrl	LYP inh 2	CYP2C9 act	LYP act
CCOc1cc(NC(=S)Nc2ccccc2)c(OCC)cc1NC(=O)c1ccc(OC)cc1	-0.28	-7	69*	-15	1.4	-1	8	0.3	-5
COc1ccc(-c2nc3ccccc3c(=O)n2CCCn2ccnc2)cc1	0.27	7	25	-5	0.77	10	.	0.8	.
CC1=C(CC(=O)c2ccccc2)C(=O)c2ccccc2C1=O	-1.1	3	68*	-4	.	10	5	0.3	-3
N#Cc1c(/N=C/c2cc(Br)cs2)sc2c1CCC2	0.13	.	.	.	0.74	.	-7	.	3
CC1(C)CC(=O)C(C=NC2CCCCC2)=C(O)C1	0.03	-6	21	-1	-0.69	-4	-2	0.8	1
Cc1cc(C)nc(SCCn2c(N3CCCCC3)nc3c2c(=O)n(C)c(=O)n3C)n1	-0.89	7	11	-2	0.17	16	5	0.9	-2
O=C(NCc1n[nH]c(=S)n1-c1ccccc1)c1ccco1	0.47	10	.	3	-0.99	12	16	.	-14
CCN(CCCNC(=O)C1CCN(S(=O)(=O)N2CCOCC2)CC1)c1cccc(C)c1	1.1	10	12	-10	0.31	-5	7	0.9	-8
Cc1cc2cc(CNC(=O)c3ccc4c(c3)OCO4)ccc2n1C	-0.5	0	-9	-1	0.95	3	.	1.1	.
CCOC(=O)N1CCN(C(=O)c2nc3ccccc3s2)CC1	-0.07	4	4	-11	0.062	8	-3	1	-3
CC1CCCCN1CCNC(=O)c1cnn2ccccc12 (centres undefined)	.	-6	28	0	-0.91	1	.	0.7	.
O=C(O)CN1CCN(Cc2ccc(F)cc2Cl)C1=O	0.78	4	.	3	1.6	4	-4	.	2
Cc1cc(-c2ccco2)n(CC(=O)NCc2ccccc2)n1	.	4	6	1	-1.4	6	-20	0.9	16
COc1cc(/C=C2/S/C(=N/S(=O)(=O)c3ccccc3)NC2=O)c([N+](=O)[O-])cc1OC	0.23	-1	99*	3	2.2	7	10	0	-9
COc1ccc(/C=N/c2oc(-c3ccccc3)cc2C#N)cc1OC	-0.1	6	38	5	-0.43	4	5	0.6	-1
Nc1ccn(-c2ccccc2)c(=O)c1	0.67	-4	-6	-2	0.15	9	-1	1.1	-1
COc1ccc(C(=O)CSc2cc(C)nc(SCC(=O)c3ccc(C)cc3)n2)cc1	-2.2	.	.	.	-0.2	.	-6	.	5
COc1ccc(-n2nnnc2-c2cccc(OC)c2)cc1	-0.64	2	85*	3	0.04	6	-11	0.2	10
O=C(CC1(O)C(=O)N(CN2CCOCC2)c2ccccc21)c1ccccc1 (centres undefined)	0.05	6	-1	15	-0.63	4	-2	1	5
O=C(C1CCCCC1)N1CCC(c2nc3ccccc3[nH]2)CC1	0.65	-5	21	2	0.027	-15	3	0.8	-7
O=C(O)c1ccccc1-c1nc2ccccc2c(=O)[nH]1	0.23	0	-1	4	0.099	3	.	1	.
CSc1ncccc1C(=O)OCC(=O)N(C)C1CCS(=O)(=O)C1 (centres undefined)	-0.8	0	-21	-5	-0.56	18	-2	1.2	1
COc1ccc(C2=NO[C@@H]3C(=O)N(C4CCCCC4)C(=O)[C@H]23)cc1OC	-1.2	2	-17	-2	0.42	14	7	1.2	-10
COc1ccccc1NC(=O)N1CCCC1C(=O)NCc1ccc2c(c1)OCO2 (centres undefined)	1	-4	17	-12	-1.5	-8	8	0.8	-6
NS(=O)(=O)c1ccc(NC(=O)COC(=O)CSc2n[nH]c(-c3ccccc3)n2)cc1	0.6	-9	26	-14	0.21	-3	-4	0.7	2
Cc1cc(C(=O)Nc2ccc3c(c2)OCCO3)c(C)o1	0	-3	-16	-4	-0.15	11	-8	1.2	3
O=C1CC(Sc2ncn[nH]2)C(=O)N1c1ccccc1 (centres undefined)	-0.12	9	-22	3	-0.49	7	2	1.2	0
COc1cccc2c(=O)c(C/C=C(/C)Cl)c(C)[nH]c12	-1.3	-8	36	18	-0.0074	5	-8	0.6	5
COc1nonc1NCn1nc(C)cc1C	-0.22	2	-1	3	-0.47	0	.	1	.
CCCCCc1nc(N)c(C#N)c(-c2ccco2)c1CCCC	-1	-2	12	-7	-0.032	8	12	0.9	-11
O=C(CC1COc2ccccc2O1)NCCc1ccccc1 (centres undefined)	0.73	-7	42	5	0.54	9	-8	0.6	10
CCC(=O)Nc1cc(SCCO)cc([N+](=O)[O-])c1	0.68	4	39	-7	-0.1	-3	-1	0.6	4
Cc1cccc2cc(CN(CCN3CCCC3)C(=O)NC3CCCCC3)c(=O)[nH]c12	-0.02	-5	11	-1	-0.21	0	.	0.9	.
CCCCCCn1c2c(c(=N)c3c1CCC3)CCC2	-0.39	-6	-4	24	-0.5	17	8	1	-4
O=C(NCCCc1ccccc1)c1cnc2n(c1=O)CCS2	0.54	-6	27	1	0.28	16	-4	0.7	3
Cc1ccc(C(=O)c2c[nH]c(C(=O)NCc3cccnc3)c2)cc1	-0.92	-7	24	-4	1.1	0	0	0.8	-2
C(=N\Nc1nc2ccccc2s1)/c1ccco1	0.18	2	30	3	2.4	21	6	0.7	-1
CSc1ccc(Cl)c(C(=O)NC2CCCC2)c1	1	13	6	3	0.87	-1	11	0.9	-9
N#Cc1c(NC(=O)c2ccccc2)sc2c1CCCCC2	0.48	.	.	.	-0.74	.	-6	.	5
Cc1cc(C)nc(-n2nc(C)cc2NC(=O)CNC2CCCCC2)n1	-0.5	0	17	-3	0.016	12	-2	0.8	1
CSc1nc(N2CCOCC2)c2c3c(sc2n1)CCCC3	-1.4	11	48	-2	-0.14	36*	6	0.5	-7
COc1ccc(CCN2C(=O)c3[nH]nc(-c4ccccc4O)c3C2c2cccc(O)c2)cc1OC (centres undefined)	-3.8*	7	98*	11	2.7*	6	-3	0	1
Cc1cc(C)cc(OCc2nnc(SCC(=O)OC(C)C)o2)c1	0.36	-8	-26	-9	0.031	4	-8	1.3	7
Cc1ccc(-c2nnn(Cc3nc4ccccc4s3)n2)cc1	0.06	-4	27	-1	0.42	16	.	0.7	.
Cc1cc2c(=O)n(CC(=O)N3CCN(c4ccccc4)CC3)cnc2s1	0.25	2	-13	0	-0.78	-2	6	1.1	-3
O=C(CSCc1ccc(Cl)cc1)NCC1CCCO1 (centres undefined)	-0.27	16	11	7	-1	-5	5	0.9	-4
Cc1c(N2C(=O)CSC23C(=O)Nc2ccccc23)c(=O)n(-c2ccccc2)n1C (centres undefined)	0.16	-7	-3	3	-0.29	40*	-4	1	2
OC(CN1CCN(c2ccccn2)CC1)Cn1c2ccc(Cl)cc2c2cc(Cl)ccc21 (centres undefined)	0.18	97*	-5	-4	1.4	97*	10	1	-8
O=C(CCS(=O)(=O)c1ccc(Br)s1)NC1CCCCCC1	1	-25	2	2	0.79	11	-2	1	4
CCC(CC)C(=O)Nc1nc(-c2ccc3c(c2)CCN3C(=O)C2CC2)c(C)s1	-0.33	5	81*	-9	-0.2	17	-7	0.2	6
CCN1C(=O)C(CC(=O)Nc2ccc(OC)cc2)N(Cc2cccs2)C1=S (centres undefined)	-1.7	-1	.	6	0.87	4	-3	.	4
NC(=O)C1CCN(S(=O)(=O)c2cccc(S(=O)(=O)N3CCCCC3)c2)CC1	0.7	0	36	2	-0.38	-4	0	0.6	-2
COC(=O)c1c(C)oc(C)c(C(=O)OC)c1=O	0.07	-6	-9	5	0.14	0	-11	1.1	10
O=C(NCc1ccc(F)cc1)C1CCC(=O)N1C1CCCCC1 (centres undefined)	0.49	-3	27	7	-0.72	35*	-10	0.7	7
COc1ccc(C(O)c2coc3ccc(O)c(CN(C)C)c23)cc1 (centres undefined)	0.01	1	-12	11	0.47	7	0	1.1	-3
O=C(c1cc2ccccc2oc1=O)N(Cc1ccccc1)CC1CCCO1 (centres undefined)	0.21	.	.	.	-0.63	.	-1	.	0
Cc1ccc(-n2nnnc2SCC(=O)N2CCN(C(=O)c3ccco3)CC2)c(C)c1	0.79	1	2	3	0.86	7	5	1	-3
COc1cc(S(=O)(=O)N2CCOCC2)ccc1F	0.54	5	-63	5	-0.64	-2	-1	1.6	0
COc1ccccc1C(=O)Nc1ccc(S(=O)(=O)N2CCCC2)cc1	-1.7	9	16	1	1.3	6	10	0.8	-12
O=C(N/N=C\c1ccccc1)c1sccc1-n1cccc1	-0.61	-18	34	0	1	1	7	0.7	-4

An excerpt of these results, with bars between the fields:
SMILES | Pyk2 oligo antag | PostGolgi yeast | CYP2C9 inh | Ecoli WT expand | hDAT+cocaine | PostGolgi ctrl | LYP inh 2 | CYP2C9 act | LYP act
Cc1c(N2C(=O)CSC23C(=O)Nc2ccccc23)c(=O)n(-c2ccccc2)n1C (centres undefined) | 0.16 | -7 | -3 | 3 | -0.29 | 40* | -4 | 1 | 2
OC(CN1CCN(c2ccccn2)CC1)Cn1c2ccc(Cl)cc2c2cc(Cl)ccc21 (centres undefined) | 0.18 | 97* | -5 | -4 | 1.4 | 97* | 10 | 1 | -8
O=C(CCS(=O)(=O)c1ccc(Br)s1)NC1CCCCCC1 | 1 | -25 | 2 | 2 | 0.79 | 11 | -2 | 1 | 4
CCC(CC)C(=O)Nc1nc(-c2ccc3c(c2)CCN3C(=O)C2CC2)c(C)s1 | -0.33 | 5 | 81* | -9 | -0.2 | 17 | -7 | 0.2 | 6
CCN1C(=O)C(CC(=O)Nc2ccc(OC)cc2)N(Cc2cccs2)C1=S (centres undefined) | -1.7 | -1 | . | 6 | 0.87 | 4 | -3 | . | 4
NC(=O)C1CCN(S(=O)(=O)c2cccc(S(=O)(=O)N3CCCCC3)c2)CC1 | 0.7 | 0 | 36 | 2 | -0.38 | -4 | 0 | 0.6 | -2
COC(=O)c1c(C)oc(C)c(C(=O)OC)c1=O | 0.07 | -6 | -9 | 5 | 0.14 | 0 | -11 | 1.1 | 10
O=C(NCc1ccc(F)cc1)C1CCC(=O)N1C1CCCCC1 (centres undefined) | 0.49 | -3 | 27 | 7 | -0.72 | 35* | -10 | 0.7 | 7
COc1ccc(C(O)c2coc3ccc(O)c(CN(C)C)c23)cc1 (centres undefined) | 0.01 | 1 | -12 | 11 | 0.47 | 7 | 0 | 1.1 | -3
O=C(c1cc2ccccc2oc1=O)N(Cc1ccccc1)CC1CCCO1 (centres undefined) | 0.21 | . | . | . | -0.63 | . | -1 | . | 0
Cc1ccc(-n2nnnc2SCC(=O)N2CCN(C(=O)c3ccco3)CC2)c(C)c1 | 0.79 | 1 | 2 | 3 | 0.86 | 7 | 5 | 1 | -3

(cont.)
SMILES	Pyk2 oligo antag	PostGolgi yeast	CYP2C9 inh	Ecoli WT expand	hDAT+cocaine	PostGolgi ctrl	LYP inh 2	CYP2C9 act	LYP act
Cc1c(C(=O)OCCOC(C)C)[nH]c2c1C(=O)CC(C)(C)C2	.	-5	70*	8	0.21	7	.	0.3	.
CC(C)c1ccc(N(CC(=O)O)S(=O)(=O)c2cccnc2)cc1	.	-15	-5	-7	0.64	5	0	1	0
Cc1cccc(NC(=O)CS(=O)(=O)c2cn(C)c3ccccc23)c1	.	-2	-11	2	0.63	26	.	1.1	.
Brc1ccc(CSc2nnc(-c3cnccn3)n2Cc2ccco2)cc1	-2.5	7	46	-6	.	38*	1	0.5	-3
CCN1CNC(=S)N(c2cc(C)ccc2C)C1	0.5	9	-7	2	-0.72	-1	22	1.1	-20
Cc1n[nH]c(C)c1S(=O)(=O)N1CCN(C(=O)c2ccco2)CC1	0.41	-4	19	3	-0.43	1	-4	0.8	1
COc1ccc(C(=O)N2CCCC2)cc1S(=O)(=O)N1CCC(C)CC1	-0.5	7	8	2	-0.12	20	.	0.9	.
O=C(c1cc2nc(-c3ccco3)cc(C(F)(F)F)n2n1)N1CCCc2ccccc21	-1.9	-2	-8	-1	-0.9	0	.	1.1	.
COCCn1c(SCc2ccc(C(=O)OC)o2)nnc1-c1c[nH]c2ccccc12	.	3	68*	-4	0.78	-2	.	0.3	.

From PubChem
